TRPN1 ag: activates the zebrafish TRPN1 channel; HEK293 zebrafish TRPN1-YFP, Fluo-8 calcium fluorescence; 100% = response to 87 µM carbachol; activation, % at 3 µM; 0.18% of 220,000 active;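 active means activation above its plate's cutoff, the mean activation of test wells on that plate plus 3 SD, cut at about 19% in these data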;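 further: 0% = DMSO alone and 100% = 87 µM carbachol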
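Material: zebrafish TRPN1-YFP in HEK293 cells. Doses: one dose of 3 µM, 0.3% DMSO. Incubation: dye 1 h 37 °C plus 30 min RT. Measured by: intracellular calcium fluorescence with Fluo-8.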
PERK inhibitor: human PERK inhibition, primary cell-based screen; inhibition, % at 5.6 µM; CHO PERK-DD fusion, SEAP luminescence translation reporter; 0.17% of 220,000 active; Q9NZJ5;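 active means inhibition above the mean inhibition of all tested compounds plus 3 SD, set separately per screening campaign, cut at about 2.9% in these data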;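 further: PERK kinase domain activated by AP20187 dimerizer at 100 nM; 0% = DMSO with dimerizer and 100% = rapamycin at 8.4 µM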
S1P4 antagonist: antagonists of human S1P4 receptor; O95977; S1P4-expressing cells, antagonist mode, reporter read-out; inhibition, % at 4.98 µM; 0.26% of 220,000 active; in the data active means inhibition above about 29%;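 further: 0% = wells stimulated with agonist and 100% = vehicle wells without agonist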
TRPML3 agonist: activates the human TRPML3 channel; Q8TDD5; HEK293 TRPML3-YFP, Fluo-8 calcium fluorescence; 100% = the carbachol control signal; activation, % at 3 µM; 0.29% of 220,000 active; AID 1448;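 active means activation above its plate's cutoff, the mean activation of the plate's test wells plus 3 SD, cut at about 12% in these data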;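 further: 0% = DMSO only wells and 100% = carbachol wells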
Target sequence (Q8TDD5 whole entry, looked up): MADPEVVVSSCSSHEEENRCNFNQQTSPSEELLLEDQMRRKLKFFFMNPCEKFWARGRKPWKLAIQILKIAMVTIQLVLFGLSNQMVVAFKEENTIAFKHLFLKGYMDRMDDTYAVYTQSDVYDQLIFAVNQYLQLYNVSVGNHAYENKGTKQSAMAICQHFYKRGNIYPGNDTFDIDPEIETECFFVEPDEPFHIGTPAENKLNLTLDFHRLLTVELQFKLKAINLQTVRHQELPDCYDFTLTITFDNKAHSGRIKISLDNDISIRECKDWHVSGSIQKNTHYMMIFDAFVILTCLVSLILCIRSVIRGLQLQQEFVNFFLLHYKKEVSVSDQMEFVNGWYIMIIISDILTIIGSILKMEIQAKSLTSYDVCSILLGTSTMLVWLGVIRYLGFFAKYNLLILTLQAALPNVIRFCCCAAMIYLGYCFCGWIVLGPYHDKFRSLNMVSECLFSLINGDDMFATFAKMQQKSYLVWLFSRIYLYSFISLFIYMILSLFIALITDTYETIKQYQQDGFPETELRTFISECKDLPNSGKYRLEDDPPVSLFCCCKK
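Test system – HEK293 line with stable expression of human TRPML3-YFP channel · Control set – carbachol 87 µM final as high control (100%), DMSO as low control (0%) · Signal – Fluo-8 calcium dye fluorescence, ex 470-495, em 515-575 nm · Incubation – 1-h 37 °C dye load, 5-s basal, 120-s post-compound reads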
S1P4 ag: agonists of human S1P4 receptor; S1P4-expressing cell line, agonist reporter assay; activation, % at 4.98 µM; 0.35% of 220,000 active; AID 1509; in the data active means activation above about 11%;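 further: 0% = DMSO vehicle and 100% = reference agonist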
BaF3 tox: counter-screen for JAK2V617F inhibitors: parental Ba/F3 viability inhibitors | CellTiter-Glo ATP luminescence | inhibition, % at 5.6 µM | 1.1% of 220,000 active;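 active means inhibition above a per-campaign cutoff, the mean inhibition of all tested compounds plus 3 SD, cut at about 27% in these data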;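 further: 0% = DMSO wells and 100% = JAK Inhibitor I control wells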
EP2 mod: EP2 receptor (human) modulation | P43116 | EP2-expressing cells, cAMP HTRF FRET, PGE2 co-stimulation | induction, % at 25 µM | 0.83% of 260,000 active | AID 940;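 active means compounds whose cAMP rise, as percent of the full-agonist control response, exceeds 60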;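 further: rat C6 glioma line stably carrying human EP2 under a CMV promoter; the protocol text gives 20 µM as final concentration; 100% = response of wells given 1 µM PGE2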
Target sequence (P43116 whole entry, looked up): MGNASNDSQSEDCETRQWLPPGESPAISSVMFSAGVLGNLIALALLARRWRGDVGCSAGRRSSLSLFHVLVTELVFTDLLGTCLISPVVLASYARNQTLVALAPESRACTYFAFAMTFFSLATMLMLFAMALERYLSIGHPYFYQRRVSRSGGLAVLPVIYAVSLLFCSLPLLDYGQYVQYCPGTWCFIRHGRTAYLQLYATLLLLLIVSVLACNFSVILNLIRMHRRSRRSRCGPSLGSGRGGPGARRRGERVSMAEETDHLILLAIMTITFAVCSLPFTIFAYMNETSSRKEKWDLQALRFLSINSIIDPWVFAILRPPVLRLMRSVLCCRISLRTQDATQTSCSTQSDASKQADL
Ba/F3 V617F tox: lowers viability of Ba/F3 cells expressing EpoR and JAK2V617F; ATP luminescence; 1.1% of 220,000 active; inhibition, % at 5.6 µM;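 active means inhibition above the campaign mean plus 3 SD over all tested compounds, cut at about 24% in these data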;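 further: cytokine-independent growth of Ba/F3 cells driven by EpoR plus mutant JAK2; 0% = DMSO-treated cells and 100% = JAK inhibitor I control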
Calpain2 inh: inhibitors of pig calpain II. purified calpain II, fluorogenic peptide substrate, 30 min. inhibition, % at 16 µM. 0.37% of 220,000 active. AID 1236;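 active means inhibition above about 50%, limit read from the data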
* hit, by the source's call; & = joins results of further samples.

mol	TRPN1 ag	PERK inhibitor	S1P4 antagonist	TRPML3 agonist	S1P4 ag	BaF3 tox	EP2 mod	Ba/F3 V617F tox	Calpain2 inh
COc1ccccc1CCNC(=O)CCSc1nc(-c2ccco2)cc(C(F)(F)F)n1	-0.7	0.6	14.4	-0.2	0.5	2.0	-125.8&-51.7	-2.4	-0.4
CCCCCC(O)c1cccc(OCc2ccc3ccccc3n2)c1 (stereo not given)	-0.4	0.2	-14.6	0.0	0.3	6.4	-6.8&-29.7	-2.2	28.8
COC(=O)c1ccc(Cn2c(CN3CCOCC3)nc3ccccc3c2=O)o1	0.5	0.1	-21.1	-0.2	-1.1	3.4	28.5	1.1	-13.5
O=C(NCc1cccnc1)c1cnn2ccccc12	2.7	-0.8	-3.8	0.8	-3.1	1.8	-2.5	2.3	-63.3
CCn1cc(C(=O)N2CCn3c(nc4ccccc43)C2)c(=O)c2ccc(C)nc21	-0.1	0.4	-21.8	-0.3	-1.6	0.1	5.9	-4.4	-5.5
CCOC(=O)CC(NC(C)=O)c1ccc([N+](=O)[O-])cc1 (stereo not given)	0.5	-0.2	-13.9	0.2	-0.1	3.2	-7.7	3.1	12.3
C1CCc2nnc(C3CC3)n2CC1	-0.2	1.5	8.3	1.0	0.9	6.5	15.6	-0.2	-24.8
O=C(COC(=O)COc1ccccc1)Nc1cccc([N+](=O)[O-])c1	-0.8	0.1	-3.6	-0.2	0.6	4.7	4.1	3.1	39.4
O=C(NCC1CCCO1)C(C(=O)c1ccc(F)cc1)n1ccccc1=O (stereo not given)	0.5	1.6	-1.5	0.0	0.6	1.5	9.2	-1.5	-57.2
COC(=O)c1ccccc1C(=O)c1ccc2c(c1)NC(=O)CO2	-0.4	0.8	-19.2	-0.8	-0.4	-4.9	-21.8	-5.5	21.9
c1ccc(Cc2nc3ccccc3n2Cc2ccccc2)cc1	-1.5	-1.1	-18.9	-1.1	-0.5	3.4	75.2*	-2.2	6.2
CC(=O)NNC(=O)c1csc(Cc2c(Cl)sc3ccc(Cl)cc23)n1	0.4	-1.1	-7.6	0.4	0.5	4.4	12.9	-2.3	-23.6
c1ccc2c(c1)ncn2Cc1nnc2sc(-c3ccc4c(c3)OCO4)nn12	0.9	-1.5	8.2	0.8	-0.7	5.9	-20.9	0.9	-85.7
O=S(=O)(NCC(Nc1ccc(Cl)cc1)c1ccccc1)c1ccc(Cl)cc1 (stereo not given)	-0.1	-0.4	4.5	-0.1	0.0	7.7	3.4	5.4	37.3
CCCNC(=O)CN1C(=O)NC2(CCCc3cc(OC)ccc32)C1=O (stereo not given)	-0.2	0.8	-0.8	3.1	-1.2	5.2	9.9	-0.8	8.9
Cc1ccc(S(=O)(=O)N2CCN(C(=O)CSc3nnnn3C)CC2)c(C)c1	-0.2	-0.9	-26.8	1.0	1.1	5.4	-7.0	5.5	3.8
CC(CCc1ccc(O)cc1)NC1C2CC3CC(C2)CC1C3 (stereo not given)	0.3	-0.2	11.2	1.4	-0.8	2.5	-34.4	-3.4	-10.4
Cc1nc2nc[nH]n2c(=O)c1C/C=C/c1ccccc1	-0.6	1.4	3.1	0.7	1.3	-2.5	-15.9	-2.6	17.7
COc1ccc(NC(=S)NCCCN2CCN(C3CCCCC3)CC2)cc1	5.3	-0.7	-25.9	0.2	0.1	-0.3	16.3	1.5	-7.1
COCCn1c(-c2ccc(F)cc2)nc2oc3cc(OC)ccc3c(=O)c2c1=O	0.2	-0.5	-13.8	-0.1	0.0	4.2	0.5	-0.7	5.4
COc1cc(S(=O)(=O)N2CCCCC2)ccc1NC=O	-0.2	1.2	7.6	0.6	-0.4	-2.6	-15.9	-5.6	4.7
O=c1[nH]c2cc([N+](=O)[O-])c([N+](=O)[O-])cc2[nH]c1=O	0.4	-0.2	-4.7	0.2	0.2	0.5	43.6&23.7	-1.1	0.7
Cc1cc(C)c(C#N)c(SCc2ccc([N+](=O)[O-])cc2)n1	1.2	0.2	8.7	1.2	-0.6	11.4	45.6	4.5	29.1
CCc1ccc(-n2c(CSc3nnnn3-c3ccccc3)nc3ccccc3c2=O)cc1	1.8	-0.9	3.9	1.1	0.9	1.7	31.9	0.9	4.1
COc1ccc(C(C)(C)C)cc1S(=O)(=O)N1CCC(C(N)=O)CC1	3.3	0.8	-4.4	1.2	0.3	4.8	-4.5	-2.1	2.8
O=C1OCC2=C1C(c1ccc(F)cc1)c1cc3c(cc1N2)OCCO3 (stereo not given)	-3.0	-0.3	-2.4	-0.9	1.2	95.7*	38.4	95.7*	-119.1
COc1ccc(/C=C/C(=O)OCC(=O)Nc2ccc(N3CCOCC3)cc2)cc1OC	-0.2	0.0	6.5	0.9	1.2	3.1	-4.1	1.3	4.8
Cn1cnc([N+](=O)[O-])c1Nc1ccccc1O	1.2	0.8	7.2	1.1	0.2	2.5	23.4	1.3	-7.9
CSc1scc2c1-c1nc(SCC(=O)C(C)(C)C)ncc1CC2	-0.2	-0.8	1.4	0.3	0.8	1.3	41.5	-0.1	-169.7
Cc1ccc(C)n1-c1ccc(N2CCOCC2)cc1	0.4	-1.1	19.2	0.7	1.2	1.4	0.3	-1.3	-0.5
COC(=O)c1ccc(OC(=O)C23CCC(C)(C(=O)O2)C3(C)C)cc1 (stereo not given)	1.6	-1.0	-7.8	0.9	3.7	6.3	26.4	2.3	3.3
Cc1c(C)c2cc3c4c(oc3c(C)c2oc1=O)CCCC4	0.4	0.6	-14.8	0.9	1.1	0.4	25.4	-4.3	-44.1
CCCN(CCC)CCCNC(=O)CCNS(=O)(=O)c1ccc(Br)cc1	-0.5	-1.0	11.1	-0.4	2.8	1.2	14.2	0.9	4.7
Cc1cnc(SCc2cnc(C)nc2N)nc1	1.0	0.2	-24.7	0.6	2.7	6.7	31.3	-1.6	-3.5
Cc1nnc(NC(=O)CSc2nnc(CNC(=O)C34CC5CC(CC(C5)C3)C4)n2C2CCCCC2)s1	1.9	-0.1	-1.4	1.5	1.5	9.3	19.7	1.4	0.0
CCCCN1/C(=C/c2ccc3ccccc3[n+]2CC)Sc2ccccc21	52.5*	1.2	-17.8	21.0*	-2.5	80.4*	-66.2	101.0*	-4.2

The final two entries of the section above lead into the next:
mol	TRPN1 ag	PERK inhibitor	S1P4 antagonist	TRPML3 agonist	S1P4 ag	BaF3 tox	EP2 mod	Ba/F3 V617F tox	Calpain2 inh
Cc1nnc(NC(=O)CSc2nnc(CNC(=O)C34CC5CC(CC(C5)C3)C4)n2C2CCCCC2)s1	1.9	-0.1	-1.4	1.5	1.5	9.3	19.7	1.4	0.0
CCCCN1/C(=C/c2ccc3ccccc3[n+]2CC)Sc2ccccc21	52.5*	1.2	-17.8	21.0*	-2.5	80.4*	-66.2	101.0*	-4.2
O=C(N/N=C/c1ccc(O)cc1)c1cccc(C(F)(F)F)c1	0.0	0.9	-20.5	0.5	1.3	4.5	16.3	-0.8	-0.7
CC(C)(C)C(=O)c1cnc(Nc2ccccc2Cl)s1	-1.5	1.4	-1.1	0.3	0.2	1.8	-14.3	7.9	26.0
CCc1ccccc1NC(=O)/C(=C/c1ccco1)c1ccccc1	-1.9	-0.1	18.8	0.0	-0.4	0.9	67.8*	-2.9	14.6
CC(C)OP(=O)(OC(C)C)C(NC(=O)c1ccccc1)C(N)=O (stereo not given)	3.1	0.0	19.1	0.2	0.5	-2.3	-28.1	-3.8	-19.2
CCN(CC)CCNC(=O)/C(=C/c1cn(CC)c2ccccc12)NC(=O)c1cc(OC)c(OC)c(OC)c1	-0.4	1.0	-12.0	0.1	2.1	9.3	-28.4	1.5	20.9
COCCCNc1oc(-c2ccccc2OC)nc1C#N	-1.5	0.3	9.7	-0.1	0.2	4.3	7.8	6.8	-457.7
CCCCN1C(=O)/C(=C/C=C2\Oc3ccccc3N2CC)SC1=S	8.6	0.4	-11.9	2.9	-0.4	8.3	31.6	0.3	-21.7
Cc1ccc(S(=O)(=O)N(CC(=O)N/N=C/c2ccccc2C(=O)O)c2cc(Cl)cc(Cl)c2)cc1	1.2	0.6	-6.9	0.5	-0.4	0.2	-25.9	-5.8	-20.4
O=C(NC1CCCC1)C(c1ccc(F)cc1)N(Cc1ccc(Cl)cc1)C(=O)CCl (stereo not given)	0.9	-0.2	0.3	0.5	0.2	6.7	11.5	2.1	16.3
O=C(CSc1nnc(-c2ccc(S(=O)(=O)N3CCCC3)cc2)n1CC1CCCO1)NC1CC1 (stereo not given)	1.1	2.1	3.7	0.7	1.4	2.6	4.9	-2.6	-3.0
CCCCn1c(SCc2c(C)noc2C)nc2cc(S(N)(=O)=O)ccc21	0.5	-1.2	-17.3	-0.2	0.5	62.3*	28.9	68.2*	-30.1
COc1ccc(CN(C)C2c3ccccc3-c3ccccc32)cc1	-2.1	-0.3	-12.3	-0.2	1.0	8.8	50.3	5.0	25.3
Cc1cccc(Nc2nnc(SCC(=O)NC3CCCc4ccccc43)s2)c1 (stereo not given)	-0.8	-1.6	-8.1	-0.9	-1.0	5.4	-58.4	4.8	38.0
Cc1ccc(-c2cc(C(=O)NC3=NCCS3)c3ccccc3n2)cc1C	1.0	-0.4	-3.3	1.1	0.0	6.0	12.6	0.9	-48.4
CN(Cc1ccccc1F)c1ccc(S(=O)(=O)N2CCCC2)cn1	0.9	0.2	-0.1	1.3	0.5	8.3	-25.4	1.9	1.7
Cc1ccc(C(=O)COC(=O)CNC(=O)c2ccc(Br)o2)cc1[N+](=O)[O-]	0.9	1.1	2.2	0.4	0.3	-7.1	-6.2	-0.1	-3.5
Cc1c(C(=O)Nc2ccncc2)sc2nc(-c3ccc(F)cc3)cn12	7.5	0.6	0.1	2.3	-0.3	4.3	19.3	-4.8	-41.1
COc1ccc(NC(=O)COC(=O)c2ccc(S(=O)(=O)N(C)c3ccccc3OC)cc2)cc1OC	4.8	0.2	-22.3	3.5	-0.3	4.1	-32.5	0.7	-17.2
Cc1ccc2[nH]c(=O)c3cc(C(=O)N4CCN(C(=O)c5ccco5)CC4)sc3c2c1	0.1	-1.0	-9.8	0.5	-3.3	4.1	-2.7	1.8	-469.0
O=C(CCCCCn1c(=S)[nH]c2ccc(N3CCOCC3)cc2c1=O)NCc1ccc(Cl)cc1	-1.8	1.0	-2.0	-0.2	-0.7	3.3	-62.1	0.4	-143.4
Cc1n[nH]c(C)c1N=Nc1ccc(Br)cc1	-0.8	1.0	3.1	-1.1	0.2	-0.7	-7.6	-2.4	17.0
Cc1ccc(Cn2ncc3c(N4CCN(c5ccccc5C)CC4)ncnc32)cc1	1.3	-0.7	-0.1	1.0	-1.3	4.4	3.1	-3.1	22.1
c1cncc(C(c2nnnn2C2CCCC2)N2CCCC2)c1 (stereo not given)	-0.5	-0.5	-2.9	-0.7	-0.7	9.3	-6.4	0.0	-14.3
CC(C)Cc1nc(N2CCOCC2)c(C#N)c2c1CCC2	-0.6	1.4	-14.3	0.0	1.7	1.6	64.0*	2.0	-132.3
CCOC(=O)c1c(CN2CCOCC2)n(-c2ccccc2)c2cc(Br)c(O)cc12	-1.2	0.1	-14.8	0.4	0.7	3.1	40.0	0.0	-14.6
Fc1ccc(CCNC(=S)Nc2ccc(F)cc2)cc1	1.2	0.2	-5.0	-0.1	0.2	3.6	-9.2	-1.2	-12.3

Source: PubChem (several laboratories)

The order is random. About 3.6% of those tested had a hit in this group.
